EBNA-1 inhibitor: EBNA-1 DNA-binding inhibitors, primary screen, biochemical, fluorescence polarization | inhibition, % at 14.8 µM | actives 0.34% (n = 300,000); in the data active = inhibition above about 28%
Efflux pump mplx: inhibitors of Candida efflux pumps in yeast, primary screen, S. cerevisiae, Nile Red, multiplex | S. cerevisiae Candida pump triplex | AID 485275, 2010 | actives 0.44% (n = 330,000) | inhibition, % at 10 µM;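 active = plate passing quality check with inhibition over a set limit, or well fluorescence over plate mean plus 4 SD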;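 note: Nile Red retained in pooled yeast measured as flow cytometry median fluorescence; 0% = buffer negative control and 100% = Enniatin B positive control; higher means more Nile Red kept so more efflux inhibition; some compounds called inactive have numbers as strong as hits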
PP5 inh: PP5 phosphatase inhibitors, primary screen, biochemical, fluorescence | inhibition, % at 6.7 µM | AID 1987, 2009 | Serine/threonine-protein phosphatase 5 (Homo sapiens), P53041 | purified PP5c, OMFP substrate fluorescence | actives 0.18% (n = 320,000);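 active = inhibition above the campaign's mean inhibition across all tested compounds plus 3 SD, cut at about 9.5% in these data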;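 note: 0% = DMSO only and 100% = 100 µM cantharidin control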
Target sequence (P53041 whole entry, looked up): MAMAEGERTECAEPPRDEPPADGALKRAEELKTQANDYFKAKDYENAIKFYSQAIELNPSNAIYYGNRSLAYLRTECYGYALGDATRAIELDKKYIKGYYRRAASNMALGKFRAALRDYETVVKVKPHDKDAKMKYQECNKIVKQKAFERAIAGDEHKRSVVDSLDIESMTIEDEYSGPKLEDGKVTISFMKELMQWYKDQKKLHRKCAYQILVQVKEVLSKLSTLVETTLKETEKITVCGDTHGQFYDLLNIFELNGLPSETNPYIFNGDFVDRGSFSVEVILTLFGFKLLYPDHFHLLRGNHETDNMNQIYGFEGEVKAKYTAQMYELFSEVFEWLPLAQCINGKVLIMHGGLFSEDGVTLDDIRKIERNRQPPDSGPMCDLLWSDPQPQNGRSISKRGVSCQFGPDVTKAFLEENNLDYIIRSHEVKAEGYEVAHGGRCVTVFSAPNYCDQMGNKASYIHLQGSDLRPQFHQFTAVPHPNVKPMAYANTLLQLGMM
core dimer inh: inhibitors of HCV core protein dimerization, primary screen, biochemical, TR-FRET, high-throughput. inhibition, % at 5 µM. TR-FRET GST/Flag-core106 dimerization, 1536-well. actives 0.33% (n = 300,000);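 active = inhibition above the mean of all tested compounds plus 3 SD, set per screening campaign, cut at about 45% in these data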
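Material: GST/Flag-tagged HCV core106 proteins. Incubation: 4 h, 22.5 °C incubation. Read-out basis: inhibition (%) from 671 over 617 nm ratio. Measured by: TR-FRET, excitation 340 nm, emission 617 and 671 nm.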
CTSL1 counter: Fasciola hepatica cathepsin L1 inhibitors, primary screen, counter-screen for PFM18AAP inhibitor project, biochemical, QFRET, fluorogenic peptide substrate | recombinant F. hepatica cathepsin L1, Z-Leu-Arg-MCA fluorescence | inhibition, % at 5.96 µM | actives 0.49% (n = 300,000) | AID 1906, 2009;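 active = inhibition above the mean of all tested compounds plus 3 SD, set per screening campaign, cut at about 17% in these data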;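 note: 0% = plate median of test compound wells and 100% = 1 µM Z-Phe-Ala-diazomethylketone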
PREPL inhibitor: PREPL enzyme inhibitors, primary screen, biochemical, fluorescence polarization; Prolyl endopeptidase-like (Homo sapiens), Q4J6C6; recombinant PREPL, fluorescence polarization activity-based probe; inhibition, % at 5.96 µM; actives 0.68% (n = 320,000); AID 2751, 2010; in the data active = inhibition above about 43%;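 note: 0% = enzyme with DMSO and 100% = wells lacking enzyme; many of its hits are not listed in these tables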
TPT1 inh: Candida albicans TPT1 enzyme inhibitors, primary screen, biochemical, fluorescence polarization. tRNA 2'-phosphotransferase TPT1 (Candida albicans SC5314). recombinant caTPT1, FP RNA substrate dephosphorylation. inhibition, % at 5 µM. actives 0.81% (n = 300,000). AID 1962, 2009;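 active = inhibition above the mean of all tested compounds plus 3 SD, set per screening campaign, cut at about 24% in these data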;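 note: plate controls were DMSO alone for no effect and ferristatin control at 100 nM for full effect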
PP1 inh: PP1-alpha phosphatase inhibitors, primary screen, counter-screen for PP5 inhibitor project, biochemical, fluorescence, OMFP substrate, single point. Serine/threonine-protein phosphatase PP1-alpha catalytic subunit (Homo sapiens), P62136. purified PP1alpha. inhibition, % at 6.7 µM. actives 0.9% (n = 320,000). AID 2235, 2010;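 active = inhibition above the mean inhibition of all tested compounds plus 3 SD, computed separately for each screening campaign, cut at about 15% in these data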
Target sequence (P62136 whole entry, looked up): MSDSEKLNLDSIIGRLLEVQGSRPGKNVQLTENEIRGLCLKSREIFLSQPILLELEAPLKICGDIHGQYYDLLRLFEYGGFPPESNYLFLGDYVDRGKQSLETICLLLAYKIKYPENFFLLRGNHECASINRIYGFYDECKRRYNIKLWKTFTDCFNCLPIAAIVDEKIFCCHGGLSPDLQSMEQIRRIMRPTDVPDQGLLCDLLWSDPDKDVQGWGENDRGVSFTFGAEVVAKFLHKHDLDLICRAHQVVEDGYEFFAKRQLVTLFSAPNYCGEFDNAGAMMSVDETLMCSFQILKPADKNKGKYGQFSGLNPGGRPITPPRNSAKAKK
ZTA DNA inh: blocks Epstein-Barr virus ZTA, an EBNA-1 counter-screen; P03206; ZTA-DNA binding, fluorescence polarization; inhibition, % at 11 µM; actives 0.15% (n = 320,000); AID 2234; in the data active = inhibition above about 33%
Target sequence (P03206 whole entry, looked up): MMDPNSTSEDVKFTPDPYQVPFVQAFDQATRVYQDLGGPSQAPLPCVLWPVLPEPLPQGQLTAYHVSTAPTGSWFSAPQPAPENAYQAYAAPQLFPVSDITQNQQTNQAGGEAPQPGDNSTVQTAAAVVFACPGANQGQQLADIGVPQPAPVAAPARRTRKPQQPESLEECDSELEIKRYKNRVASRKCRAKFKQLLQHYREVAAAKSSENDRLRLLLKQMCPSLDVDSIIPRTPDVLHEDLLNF
Active calls of the source: *; / = not tested or not shown. These rows are one share of the data; the hit share may differ from the screen's.

SMILES	core dimer inh	PP1 inh	ZTA DNA inh	PREPL inhibitor	CTSL1 counter	PP5 inh	Efflux pump mplx	EBNA-1 inhibitor	TPT1 inh
Cc1ccc(NC2=NCCCS2)cc1Cl	5	4	6	-2	-3	0.0	0.0	10	2
N=C1c2ccccc2CN1NC(=O)c1ccc(Br)cc1	-1	-2	-2	1	-3	1.2	3.4	0	0
N=C1c2ccccc2CN1CC(=O)c1ccccc1	-5	-2	5	-8	-3	2.4	-0.1	7	0
Clc1cc(I)cc(Cl)c1NC1=NCCN1	-2	-5	-11	7	-4	2.0	0.2	1	-1
O=C(C1CCN(S(=O)(=O)c2ccccc2)CC1)N1CCC2(CC1)OCCO2	-2	-4	-6	13	5	-0.1	0.1	-11	0
Nc1ccccc1-[n+]1c(-c2ccccc2)cc(-c2ccccc2)cc1-c1ccccc1	-5	-2	-7	19	-2	2.2	-0.1	-1	0
COc1ccccc1CCNC1CCC(C)CC1 (centres undefined)	5	-1	11	-8	-2	-0.3	0.1	7	2
CCN(CC)P(=O)(/C=C(\Cl)c1ccccc1)/C=C(\Cl)c1ccccc1	-1	-3	-12	4	6	-0.3	-0.1	-6	-5
O=c1cccc2n1CC1CC2CN(Cc2c(F)cccc2Cl)C1 (centres undefined)	2	-2	14	-7	0	-3.1	0.0	10	-1
C[N+]12CCC(CC1)C(C#N)(N1CCOCC1)C2 (centres undefined)	-4	-3	-7	1	-2	1.6	-0.1	8	2
COc1ccc(N2C(=O)/C(=C/c3ccc(N(C)C)o3)C(=O)NC2=S)cc1	-2	6	4	-3	6	2.5	0.1	0	134*
NP(=O)(OCC(F)(F)F)Oc1ccc(Cl)cc1 (centres undefined)	-2	-3	0	8	-5	1.9	0.0	6	1
NC(=O)C1(N2CCCCC2)CCN(Cc2ccccc2)CC1	4	9	-11	19	3	4.8	-0.1	-10	2
Cc1ccccc1N1C(=O)NC(=O)/C(=C\c2cc(Br)c(N3CCOCC3)o2)C1=O	-4	1	-12	4	7	3.1	-0.1	-11	96*
CC1(C)OC(c2ccccc2)=C/C(=C/C=C2C(=O)NC(=S)NC2=O)O1	15	3	10	-62	0	4.1	0.5	-4	129*
O=C(c1ccccc1F)c1cn(Cc2ccccc2)c2ccccc12	1	0	11	4	2	0.7	-0.1	-5	0
CCOP(=O)(Cc1ccccc1)OCC	3	-1	7	-8	-3	0.1	0.0	-1	-6
CC[N+]1(C)CCCC(OC(=O)C(O)(c2ccccc2)c2ccccc2)C1 (centres undefined)	15	-5	3	6	-4	1.2	0.1	11	-4
CN(C)/C=C/C(=O)C(Cl)(Cl)Cl	0	-1	2	1	4	1.9	0.0	-6	0
CC1CCCCN1Cc1ccc(Cl)nc1 (centres undefined)	2	-5	17	9	-1	-0.7	0.2	-4	-2
CCOC(=O)[C@]1(C#N)[C@@H]2C=CC(C(N)=O)=CN2[C@@H](C(N)=O)[C@@H]1c1ccc(F)cc1	2	-4	10	4	1	-0.9	0.0	0	-2
O=C1CN=C(c2cc([N+](=O)[O-])ccc2Cl)c2cc([N+](=O)[O-])ccc2N1	10	-6	-1	5	-1	2.1	0.0	14	0
Fc1cccc(CNCCc2c[nH]c3ccccc23)c1	1	1	-8	-45	0	2.1	0.0	-6	-5
CCCCN1C(=O)/C(=C/c2ccc(N3CCCCCC3)cc2)C(=O)NC1=S	12	1	13	-1	-3	-8.7	0.6	3	36*
CC1=C(C(=O)O)N2C(=O)C(NC(=O)Cc3ccccc3)C2SC1 (centres undefined)	-3	2	17	-5	0	0.3	-0.1	8	-3
O=C(CNC(=O)c1ccccc1)Nc1ccc(Br)cc1C(=O)c1ccccc1	5	1	-19	5	0	1.7	0.0	-6	-3
O=C(c1cc2c(s1)CCCCCC2)N1CCC2(CC1)OCCO2	-5	-3	8	9	2	-1.9	-0.1	-2	-2
COC(=O)C1=C(c2cccc(OCc3ccccc3)c2)C[C@@H]2CC[C@H]1N2C(=O)NCCN1CCOCC1	/	1	0	32	/	0.7	-0.1	/	/
C=CCn1c(O)c(C(CC)=NCCc2ccccc2)c(=O)[nH]c1=O	0	3	-7	19	4	0.2	0.1	5	2
Clc1ccccc1C1NCc2ccccc2-n2cccc21 (centres undefined)	2	1	6	-44	3	-1.0	-0.2	3	-2
CCOc1ccc(N=Cc2c(O)n(CCc3ccc(OC)c(OC)c3)c(=O)[nH]c2=O)cc1	0	-2	-2	2	6	-0.5	0.2	4	3
O=P(C(=Nc1ccc(Cl)cc1)N1CCOCC1)(N1CCOCC1)N1CCOCC1	-3	-4	14	17	0	-2.0	0.0	10	0
CCCc1c(C)nc(-c2ccc(C)cc2)nc1OC(=O)N(C)C	-1	-2	-8	8	1	1.2	0.1	0	0
CCOC(=O)c1[nH]c(C)c(C(=O)N2CCC3(CC2)OCCO3)c1C	-4	-4	9	8	-1	-1.3	-0.1	-2	2
COc1ccc(C(=O)CN2CCOCC2)cc1F	2	-4	4	-6	-3	0.9	0.1	0	-3
CC1CCCN(CC(=O)N2CCCc3ccccc32)C1 (centres undefined)	-6	-4	-9	6	-3	1.3	0.0	-10	-3
C=CCn1c(O)c(C(C)=Nc2ccc(NC(C)=O)cc2)c(=O)[nH]c1=O	1	-2	-2	4	3	-0.8	-0.1	16	-1
CCN(CC)C(=O)c1ccc(NC(=O)c2cn(-c3ccccc3)nc2-c2ccc(OC)cc2)cc1	25	2	15	-5	3	4.5	-1.9	2	2
COc1ccc(CCn2c(O)c(C=NCc3ccc4c(c3)OCO4)c(=O)[nH]c2=O)cc1OC	-1	-2	-11	12	8	0.1	0.0	1	2
Cc1nc2ccccc2c(=O)n1-c1ccccc1[N+](=O)[O-]	-1	-3	2	-3	-4	-0.7	-0.6	12	1
Cc1ccccc1NC1(C#N)CCCCC1	2	2	11	-3	-1	-0.5	-0.1	-4	-1
O=c1c2ccccc2nc(-c2ccccc2)n1-c1cccnc1	-9	2	-8	2	0	2.2	-0.1	2	-2
Cc1nonc1OCCNCCNc1ccc([N+](=O)[O-])c2cccnc12	2	-3	-2	-4	3	3.3	0.0	-4	0
Nc1c(C(=O)NCc2ccco2)c2nc3ccccc3nc2n1CCN1CCOCC1	4	5	-1	13	4	2.2	-0.1	8	9
Cc1cc(/C=C2\C(=O)NC(=O)N(c3ccccc3F)C2=O)c(C)n1-c1cc(C(=O)O)cc(C(=O)O)c1	-11	3	33*	-11	-2	0.8	0.1	-2	3
CCOc1cccc(N2C(=O)/C(=C/c3ccco3)C(=O)NC2=S)c1	61*	2	8	0	-1	-0.2	-0.1	11	20
S=P(Nn1cnnc1)(c1ccc(Br)cc1)c1ccc(Br)cc1	-3	1	5	-50	2	1.8	-0.2	-8	0
Cc1ccccc1NC(=O)NCCN1CC1	-4	0	-2	8	-1	1.9	-0.1	-4	-3
Cc1ccc(-n2c(O)c(/C=N/Nc3ccccc3)c(=O)[nH]c2=O)cc1C	-1	-4	6	11	0	-0.8	0.0	-15	4
O=C1C2(c3ccccc3)CN3CN(C2)CC1(c1ccccc1)C3	2	-7	-8	5	-1	1.9	0.0	-3	4
O=C(c1ccc2nc3ccc(Cl)cc3c(=O)n2c1)N1CCC2(CC1)OCCO2	1	1	-4	-2	5	0.9	-0.2	1	3
S=C(c1ccc(Cl)cc1)N1CCOCC1	1	-4	4	7	2	-3.1	-0.1	8	1
CC(C)c1ccc(N2C(=O)NC(=O)/C(=C\C=C\c3ccco3)C2=O)cc1	5	11	2	-4	-1	0.6	-0.1	12	130*
CC(C)(C)N1C(=O)NC(=O)/C(=C\c2ccc3c(c2)CCN3CCCCl)C1=O	13	0	7	8	1	0.3	-0.1	-1	14
CCCCC(=O)N/N=C/c1c(O)n(Cc2ccco2)c(=O)[nH]c1=O	-7	2	-7	-3	0	1.0	0.2	-5	9
N#Cc1c(Cl)nc(Cl)c2c1CCN(Cc1ccccc1)C2	15	-1	-7	5	-1	2.4	-0.2	4	0
COC(=O)C1=C(c2ccc(OC(F)(F)F)cc2)C[C@@H]2CC[C@H]1N2C(=O)N1CCC(O)CC1	/	-3	5	-2	/	2.0	-0.2	/	/
Cc1cc(OCC(=O)N[C@@H](Cc2ccccc2)C(=O)O)c2c3c(c(=O)oc2c1)CCC3	0	0	12	-2	0	1.0	-0.1	8	1
CCOc1cc2c(cc1OCC)-n1cccc1C(c1ccc(OC)c(O)c1)NC2 (centres undefined)	-5	-6	7	9	-2	2.9	0.1	-7	4
N#CCCn1cc(C(=O)Nc2ccccc2Cl)c(-c2ccc(F)cc2)n1	-2	3	-8	23	4	-0.2	0.2	-7	-1

Record cards, from the list above.
Entry for `N#Cc1c(Cl)nc(Cl)c2c1CCN(Cc1ccccc1)C2` : core dimer inh = 15; PP1 inh = -1; ZTA DNA inh = -7; PREPL inhibitor = 5; CTSL1 counter = -1; PP5 inh = 2.4; Efflux pump mplx = -0.2; EBNA-1 inhibitor = 4; TPT1 inh = 0
Entry for `Fc1cccc(CNCCc2c[nH]c3ccccc23)c1` : core dimer inh = 1; PP1 inh = 1; ZTA DNA inh = -8; PREPL inhibitor = -45; CTSL1 counter = 0; PP5 inh = 2.1; Efflux pump mplx = 0.0; EBNA-1 inhibitor = -6; TPT1 inh = -5

(list continues)
SMILES	core dimer inh	PP1 inh	ZTA DNA inh	PREPL inhibitor	CTSL1 counter	PP5 inh	Efflux pump mplx	EBNA-1 inhibitor	TPT1 inh
O=C1c2ccccc2C(=O)N1Cc1nc2ccccc2c(=O)n1-c1ccccn1	-8	1	-23	13	2	0.9	-0.1	7	-4
COc1ccc2c(c1OC)CN1CCc3cc4c(cc3C1C2)OCO4 (centres undefined)	-3	-2	-4	10	0	1.9	-0.1	-15	0
COC(=O)C(O)(c1ccc(N=Cc2ccccc2O)c(C)c1)C(F)(F)F (centres undefined)	-4	-2	-21	10	-1	3.4	-0.1	-7	9
ClCCOCOCCCl	/	0	3	2	/	3.1	-0.1	/	/
CC(=O)OC1N=C(c2ccccc2)c2cc(Br)ccc2NC1=O (centres undefined)	2	2	26	14	-4	-0.2	0.0	9	-2
Cc1cc(C(=O)NP(=O)(N2CCOCC2)N2CCOCC2)c(C)n1C1CC1	1	15	4	15	-7	-1.0	0.1	-18	1
COc1ccccc1-n1c(-c2cccs2)nc2ccccc2c1=O	1	-4	-5	6	1	-2.1	0.0	-3	-1
CCC(=Nc1ccc2c(c1)CCC2)c1c(O)n(C2CCCCC2)c(=O)[nH]c1=O	0	-5	-2	22	-2	-0.4	-0.2	13	-3
CCC(=O)CC(c1ccccc1)c1c(O)c2ccccc2sc1=O (centres undefined)	-4	-4	0	9	0	-0.8	-0.4	0	2
CCc1cc(=O)oc2cc(OCC(=O)N3C[C@H]4C[C@@H](C3)c3cccc(=O)n3C4)c(Cl)cc12	-1	2	-5	2	0	4.9	0.0	1	-3
O=c1c2ccccc2nc(-c2ccc(-c3ccccc3)cc2)n1-c1ccncc1	7	3	-14	-7	-2	1.8	-0.1	0	-3
C[N+]1(C)[C@@H]2CC[C@H]1CC(OC(=O)[C@@H](CO)c1ccccc1)C2 (some centres undefined)	3	1	8	4	3	-0.1	-0.1	0	2
O=C(Nc1ccc(Cl)cc1)O/N=C(\c1ccccc1)c1ccccn1	1	2	2	11	1	0.3	0.0	1	-6

Screening data deposited in PubChem BioAssay by several laboratories.
